High-throughput results deposited in PubChem by National Center for Advancing Translational Sciences (NCATS).
FBPA Giardia inh = blocks Giardia fructose-bisphosphate aldolase activity; purified Giardia FBPA; Potency, µM (titrated, usually from 59.6 µM), inactives show top-dose activity, negative = inhibition, most hits filed as inhibitors; 290,000 compounds, 0.71% hits; A8B2U2; further: potency means the concentration at half of the fitted maximal effect; on the % scale 0 is the no-effect control and ±100 the full control effect; nearly all actives have a fitted effect of over 55% in size
Target sequence (A8B2U2 whole entry, looked up): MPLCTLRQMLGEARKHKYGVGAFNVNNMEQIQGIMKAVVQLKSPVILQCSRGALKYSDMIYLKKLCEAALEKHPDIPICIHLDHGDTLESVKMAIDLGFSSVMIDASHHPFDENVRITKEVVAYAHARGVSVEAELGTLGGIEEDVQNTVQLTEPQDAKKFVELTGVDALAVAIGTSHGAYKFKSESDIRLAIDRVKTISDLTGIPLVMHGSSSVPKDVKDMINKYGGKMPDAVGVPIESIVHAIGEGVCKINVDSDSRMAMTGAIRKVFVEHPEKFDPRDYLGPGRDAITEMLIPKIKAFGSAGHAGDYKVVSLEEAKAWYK
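40 nM FBPA preincubated 10 min at RT with compound (up to 57.5 uM final), then substrate plus GAPDH/TPI/NAD/arsenate coupling and diaphorase/resazurin added. Fluorescence read after 20 min at RT, 525/598 nm.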
AmpC no deterg = AmpC beta-lactamase inhibition without detergent; P00811; AmpC nitrocefin hydrolysis, absorbance 480 nm, 0.0001% Triton; Potency, µM (series often up to 57.1 µM), for inactives: at the highest dose activity change, negative = inhibition, actives largely listed as inhibitors; 330,000 compounds, 0.52% hits;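 further: potency means the concentration at half of the fitted maximal effect; plate controls were no compound for no effect and no enzyme for full effect; nearly all actives have a fitted effect of over 20% in size; some results filed as inactive show a strong effect at the top dose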
Target sequence (P00811 whole entry, looked up): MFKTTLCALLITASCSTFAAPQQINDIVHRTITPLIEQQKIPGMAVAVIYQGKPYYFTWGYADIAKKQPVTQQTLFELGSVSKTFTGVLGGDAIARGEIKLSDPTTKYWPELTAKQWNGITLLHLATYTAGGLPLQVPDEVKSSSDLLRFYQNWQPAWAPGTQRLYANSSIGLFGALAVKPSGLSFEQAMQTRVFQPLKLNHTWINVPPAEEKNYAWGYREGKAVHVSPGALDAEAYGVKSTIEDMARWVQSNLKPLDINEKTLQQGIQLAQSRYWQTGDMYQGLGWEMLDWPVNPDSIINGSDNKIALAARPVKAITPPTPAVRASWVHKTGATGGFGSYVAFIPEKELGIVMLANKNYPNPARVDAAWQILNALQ
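20 mM phosphate pH 7.0 + 0.01% (detergent screen) or 0.0001% Triton X-100; 5.3 nM AmpC reagent; cpd preinc 15 min RT; nitrocefin (800 uM stock) to start; A480 q20 s × 4 min; Activity was normalised to no-enzyme and no-compound control wells.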
Shiga inhibitor = blocks Shiga toxin action in Vero cells. 290,000 compounds, 9.2% hits. Vero cells, Shiga toxin protein synthesis inhibition reporter. inhibition, % at 38.7 µM; in the data active means inhibition mostly above about 28%, no sharp cut-off; inactive means mostly below about 43%; further: 0% is about no effect
AmpC inh detg = AmpC beta-lactamase inhibition with detergent present; P00811; AmpC hydrolysis of nitrocefin, absorbance 480 nm, 0.01% Triton; Potency, µM (highest dose often 114 µM), for the others: at the highest dose activity change, negative = inhibition, most hits filed as inhibitors; 370,000 compounds, 0.041% hits; AID 485294;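 further: potency means the concentration at half of the fitted maximal effect; 0% = no-compound wells and -100% = no-enzyme wells; nearly all actives have a fitted effect of over 25% in size; some results filed as inactive show a strong effect at the top dose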
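AmpC (5.3 nM in the dispensed reagent) in 20 mM phosphate pH 7.0 with 0.01% (detergent screen) or 0.0001% Triton X-100 was preincubated with compounds for 15 min at room temperature. Nitrocefin was then added from an 800 uM solution, and hydrolysis was followed at 480 nm.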
AMA1 RON2 block = inhibitors of Plasmodium falciparum AMA1-RON2 interaction. AID 720542. AlphaScreen AMA1-biotinylated RON2 peptide binding. 360,000 compounds, 0.2% hits. Potency, µM (top dose mostly 58.2 µM), for the others: top-dose activity change, negative = inhibition, actives largely listed as inhibitors;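 further: potency means the concentration at half of the fitted maximal effect; 0% = vehicle wells and -100% = peptide control; nearly all actives have a fitted effect of over 45% in size; some results filed as inactive show a strong effect at the top dose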
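AMA1 (3D7) with his tag at 25 nM final met compounds first, then biotinylated RON2 peptide at 25 nM; detection used donor plus acceptor beads, 10 µg/mL apiece, read by AlphaScreen after 30 min at room temperature.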
Cycloheximide cs = counter-screen hit for Shiga toxin inhibitors, cycloheximide | cell reporter, cycloheximide protein synthesis inhibition counterscreen | max response, % | 300,000 compounds, 12% hits | AID 2314; in the data active means max response mostly above about 13%, no sharp cut-off; inactive means mostly below about 14%; further: read at 38.3 µM for the half of the compounds with a filed dose; 0% is about no effect
HCMV antiviral = inhibitors of human cytomegalovirus; activity change, negative = inhibition, % at 57.5 µM; 410,000 compounds, 4.5% hits; HFF cells, HCMV-luciferase reporter, 72 h; hits give low values; AID 1259415; in the data active means activity change below about -60%; inconclusive means no clear call, values can overlap the other calls; inactive means above about -39%; further: on the % scale 0 is the no-effect control and ±100 the full control effect
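Two compound doses tested in HFFs infected with HCMV-luciferase, MOI 1 PFU/cell, 72 h at 37C. Lysate luminescence read with OneGlo; data normalized against buffer-only and 10uM Salinomycin inhibitor controls.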
Numbers without * were called inactive; ? = inconclusive; · = no result given; & = joins results of further samples; [ ] = another dose, or the depositor's remark. Unless noted, the call rests on the fitted dose curve; in most records, active means well fitted curve in the direction sought with a large enough effect; inconclusive means small, poorly fitted or top-dose-only effect, or another doubt; inactive means no such curve, though single readings can be large; an effect the other way counts as inactive or inconclusive.

Values run as follows: AmpC inh detg	AmpC no deterg	AMA1 RON2 block	FBPA Giardia inh	HCMV antiviral	Cycloheximide cs	Shiga inhibitor
Cc1cccc(CSc2cn(CC(=O)N3CCOCC3)c3ccccc23)c1
    15%&7%	224%[activator]	2%	-19%	73&7	42*	64*
COc1ccc(N2CCN(C(=O)CN3C(=O)NC4(CCCCCC4)C3=O)CC2)cc1
    0%	61%[activator]	-1%	·	0	·	·
O=C(C1CCC1)N1CCc2cc(S(=O)(=O)Nc3ccc4c(c3)OCO4)ccc21
    0%	-26%	7%	3%	-72*	5	3
O=C(N/N=C/c1c[nH]c2ccccc12)C1CC1c1ccccc1 (stereo not drawn)
    -1%	-22%	-23%	-1%	-17	1	-14
O=C(CCCC(=O)OCC1CCCO1)OCC1CCCO1 (stereo not drawn)
    -1%	-8%	44%[activator]	6%	-27	1	5
COCc1c(C(=O)N2CCN(Cc3c(F)cccc3Cl)CC2)oc2ccccc12
    ?	154%[activator]	?	2%	-24	-3	-8
Cc1ccn(CCNC(=O)C2CCC(=O)N(Cc3ccc(Cl)cc3)C2)n1 (stereo not drawn)
    1%	12%	17%	·	-10	1	-5
O=C(c1ccccc1F)c1cn(CC(=O)N2CCCC2)c2ccccc12
    -1%	17%	-7%	0%	8	0	-8
Cc1ccc(S(=O)(=O)N2CCOCC2)cc1C(=O)Nc1ccc2c(c1)CCC2
    -2%	54%	6%[11.6 µM]	13%	-32	10	14
CC(OC(=O)C1=COCCO1)C(=O)Nc1ccccc1C#N (stereo not drawn)
    ?	-5%[11.4 µM]	17%	4%	36	2	-9

Part of the list above in a different format:
Structure | AmpC inh detg | AmpC no deterg | AMA1 RON2 block | FBPA Giardia inh | HCMV antiviral | Cycloheximide cs | Shiga inhibitor
Cc1cccc(CSc2cn(CC(=O)N3CCOCC3)c3ccccc23)c1 | 15%&7% | 224%[activator] | 2% | -19% | 73&7 | 42* | 64*
O=C(c1ccccc1F)c1cn(CC(=O)N2CCCC2)c2ccccc12 | -1% | 17% | -7% | 0% | 8 | 0 | -8

(further entries)
Values run as follows: AmpC inh detg	AmpC no deterg	AMA1 RON2 block	FBPA Giardia inh	HCMV antiviral	Cycloheximide cs	Shiga inhibitor
Cc1cc(N2CCN(c3nc(-c4ccc([N+](=O)[O-])cc4)cs3)CC2)c2ccccc2n1
    5%	-19%	-4%	1%	-23	-6	-6
COc1ccc(CCNC(=O)COC(=O)C2CC2C)cc1 (stereo not drawn)
    -10%	0%	-6%	·	-35	·	·
COc1ccc(CNC(=O)c2cc(-c3ccco3)on2)cc1
    -15%	-21%	-4%	0%	7	9	11
COc1ccc(OCC(=O)OCC(=O)NCc2ccco2)cc1
    -19%	-1%	-6%	-6%	109	-2	-15
C/C(CC(=O)Nc1cccc(C(F)(F)F)c1)=N\NC(=O)C(=O)NCC(C)C
    15%	39%	73%[activator]	-27%	-24	-4	-17
Cc1ccc(-c2c[n+](Cc3cccc(Cl)c3)c3n2CCC3)cc1
    1%	26%	15%	-3%	-86*	-4	2
COCCNC(=S)Nc1ccc(N2CCOCC2)c(S(=O)(=O)Nc2ccccc2OC)c1
    -1%	10µM*	0%	·	0	·	·
O=C(NC(=S)NCC1CCCO1)c1ccc(Br)o1 (stereo not drawn)
    -4%	-18%	?	-4%	27	30*	67
Fc1ccc(Cn2c(SCc3ccc(F)c(C(F)(F)F)c3)nnc2C(F)(F)F)cc1
    1%	1%	31%[activator]	-3%	-3	-1	12
Cc1cc(C)c(S(=O)(=O)N2CCOC2CNC(=O)C(=O)NCCN2CCOCC2)c(C)c1 (stereo not drawn)
    -1%	45%	6%	-5%	12	-2	-1
O=C(NCCN1CCN(c2ccccc2F)CC1)c1cccn2c(=O)c3ccccc3nc12
    -2%	-8%	6%	0%	-4	-3	-8
CC(C)c1ccccc1N1CC(C(=O)O)CC1=O (stereo not drawn)
    ?	-16%	-6%	3%	-9	-2	12
Cc1ccc(OCC(=O)NC(C)c2ccccc2)cc1 (stereo not drawn)
    -3%	-4%	12%	2%	27	-4	-2
NC(=O)c1ccc(NC(=O)COC(=O)c2c3c(nc4ccccc24)/C(=C\c2ccc4c(c2)OCO4)CCC3)cc1
    0%	-22%	-4%	-23%	-91*	39*	60*
COC(=O)Cc1c(C)c2ccc(OCC(=O)N3CCOCC3)cc2oc1=O
    -1%	0%	-7%	-2%	6	-4	-4
COc1ccc(OC)c(S(=O)(=O)Nc2ccc(C(C)=O)cc2)c1
    -2%	-18%	1%	3%	-10	-5	-8
COc1ccc(C(=O)Nn2c(C)nc3ccccc3c2=O)c(OC)c1
    -2%	-5%	-6%	1%	40	4	-3
Cc1ccc(NC(=O)C(=O)NCCN2CCN(Cc3ccc([N+](=O)[O-])cc3)CC2)cc1
    -9%	-5%	6%	1%	3	2	-11
O=C(CSc1ccc(Cl)cc1)Nc1ccc(NC(=O)c2ccco2)cc1
    9%	-11%	20%	0%	-9	8	17
Cc1cc(C)c2c(c1)-c1c(ssc1=S)C(C)(C)N2C(=O)CSc1nncn1C
    4%	182%[activator]	-20%	-16%	6	-6	-26
O=c1[nH]c(O)c(C=Nc2cc(F)cc(F)c2)c(=O)[nH]1
    ?	-14%	-3%	-8%	-25	1	-6
CN(C)c1ccc(N2C(=O)CC(c3ccccc3)CC2=O)cc1
    -16%	0%	-5%	2%	?	12	30
O=C(NC(=S)Nc1ccccc1Br)C1CCCC1
    4%	-30%	45%[activator]	·	95	38*	143*
CSCCC(NS(=O)(=O)c1ccc(C)cc1C)C(=O)Nc1cccnc1 (stereo not drawn)
    ·	-15%	-16%	·	30	·	·
COc1cccc(C2c3c(-c4ccccc4O)n[nH]c3C(=O)N2Cc2ccco2)c1 (stereo not drawn)
    6%	-41%	65%[activator]	-12%	18	-2	1
C=CCNC(=O)C1CCN(S(=O)(=O)c2ccc3ccccc3c2)CC1
    1%	21%	-14%	5%	-25	1	-9
CCC(CC)c1nnc(NC(=O)COc2ccc3c(C)cc(=O)oc3c2)s1
    -12%	-6%	16%	·	-23	-2	17
C=COCCNC(=O)C1CC(=O)N(c2ccc(C)cc2)C1 (stereo not drawn)
    -6%	-17%	9%	4%	17	-2	33
O=C(C1COc2ccccc2O1)N1CCN(c2ccc([N+](=O)[O-])cc2)CC1 (stereo not drawn)
    ·	-39%	-14%	·	-13	·	·
CCOC(=O)C(CC)n1cnc2c(nnn2-c2ccccc2)c1=O (stereo not drawn)
    -10%	-15%	-3%	1%	·	1	-5
O=C(CSc1nc(N2CCOCC2)nc(N2CCOCC2)n1)Nc1cccc(C(F)(F)F)c1
    3%	-16%	4%	5%	-24	-4	-3
O=C1[C@H]2C(c3ccccc3)=NN(c3ccccc3)[C@H]2C(=O)N1c1ccccc1
    9%	-35%	114%[activator]	-7%	-19	-1	-2
C=CCN1C(=O)C2(NNc3ccccc3O2)c2ccccc21 (stereo not drawn)
    -11%	-27%	-16%	-22%	33	6	-20
COc1cccc(CNC(=O)CCNS(=O)(=O)c2ccc3[nH]c(=O)oc3c2)c1
    -4%	-41%	0%	·	·	-6	1
CCOC(=O)C1CCN(S(=O)(=O)c2ccc3c(c2)CC(C)N3C(=O)C2CC2)CC1 (stereo not drawn)
    -2%	85%[activator]	5%	3%	13	19	-4
CCOc1ncccc1C(=O)OCC(=O)Nc1cccc(S(=O)(=O)N2CCCCCC2)c1
    -3%	3%	-1%[11.6 µM]	·	-5	·	·
CCN(CC)CCN1C(=O)C(=O)/C(=C(/O)c2ccc(S(=O)(=O)N3CCOCC3)cc2)C1c1ccc(C(C)C)cc1 (stereo not drawn)
    1%	94%[activator]	2%	3%	28	-4	23
O=C(c1ccc(F)cc1)N1CCCC(c2nc(-c3cccs3)no2)C1 (stereo not drawn)
    ?	4%[11.4 µM]	-1%	-1%	-16	20	16
COc1ccc(C(=O)n2nc(-c3ccc(C)cc3)nc2N)cc1OC
    -13%	0%	4%	0%	52	10	13
Cc1cccc(NC(=S)N(CCCN2CCOCC2)Cc2ccccn2)c1
    -4%	4%	37%[activator]	-18%	1	14	-3
O=C(CN1CCOCC1)Nc1ncc(Br)cc1Br
    9%	-13%	15%	4%	-30	-2	8
CCCC(C(=O)NCC1CCCO1)N(C(=O)CNS(=O)(=O)c1ccccc1)c1ccc(F)cc1 (stereo not drawn)
    ?	57%	0%	1%	-23	-5	-6
Cc1ccccc1Cn1nc(C)c(NC(=O)/C=C/c2cnn(C)c2)c1C
    -6%	5%	8%	-3%	-5	-3	1
COC(=O)c1sc(NC(=O)C2CCCO2)c(C(=O)OC)c1C (stereo not drawn)
    -6%	-17%	18%	6%	-14	-2	-7
OC(CNc1ccccc1)COc1ccc(OCC(O)CNc2ccccc2)cc1 (stereo not drawn)
    3%	-1%	-27%	0%	?	-1	-2
CC(=O)c1c(C)[nH]c(C(=O)Nc2ccc(C)cc2Br)c1C
    -10%	-23%	11%	0%	82	25*	66*
Cc1ccc(S(=O)(=O)N2CCOCC2)cc1NC(=O)CSc1nc(N)cc(=O)[nH]1
    -6%	10%	8%	-1%	-38	0	-9
CCOC(=O)N1CCN(c2c(NCCN3CCN(c4ccccc4F)CC3)c(=O)c2=O)CC1
    2%	3%	7%	3%	-6	-2	-2
CC(=O)Nc1ccc2c(c1)C(C)(C)C(C)N2C (stereo not drawn)
    7%	-22%	-3%	-11%	?	9	23
CCC(C)(C(=O)Nc1ccc2c(c1)OCCO2)N(C(C)=O)c1ccc(C(N)=O)cc1 (stereo not drawn)
    -11%	-35%	16%	1%	-19	2	-16

Remaining list, next part.
Values run as follows: AmpC inh detg	AmpC no deterg	AMA1 RON2 block	FBPA Giardia inh	HCMV antiviral	Cycloheximide cs	Shiga inhibitor
Cc1ccc(S(=O)(=O)N2CCC(=O)N(CCOC(=O)Nc3cccc(Cl)c3)CC2)cc1
    -7%	179%[activator]	2%	-6%	-64*	-1	32
O=c1[nH]c2cc([N+](=O)[O-])cc([N+](=O)[O-])c2[nH]c1=O
    ·	·	·	-10%	·	-9	-10
O=C(NCCNC(=O)C(F)(F)F)c1ccncc1
    6%	-11%	-2%	8%	44	-3	8
Cc1nn(CC(=O)OC(C)C(=O)Nc2ccccc2[N+](=O)[O-])c(C)c1[N+](=O)[O-] (stereo not drawn)
    -8%	-15%	-5%	-1%	32	0	-1
O=C(COc1cccc2ccccc12)NNC(=O)C1CCCO1 (stereo not drawn)
    ?	-10%	0%	10%	20	-2	-10
CCc1ccc(/C=C2\C(=N)N3N=C(CC(=O)N4CCCCC4)SC3=NC2=O)cc1
    12%	-34%	20%	·	-15	-1	-16
CCc1nnc(NC(=O)c2ccc(-c3ccc(F)cc3)o2)s1
    ?	-24%	-14%	0%	2	-2	-5
CCOC(=O)c1sc2ncnc(N3CCN(CC)CC3)c2c1C
    ?	-14%	-14%	0%	?	-5	17
CCNc1nc(NCC)nc(SCCOC(=O)Nc2ccc(Cl)cc2Cl)n1
    -13%	-20%	-9%	-3%	-5	-2	-18
